Avidin fluor: avidin bead compound fluorescence profile | Avidin beads, compound fluorescence 488/530 nm, flow cytometry; active compounds read high | fluorescence (KMESF) at 10 µM | 220,000 compounds, 0.38% hits | AID 1775; in the data active means fluorescence above about 47; further: inactives centre near 10
Mcl1-Noxa inh: disrupts binding of human Mcl-1 to Noxa peptide | inhibition, % at 21.7 µM | AID 1022 | 220,000 compounds, 1.5% hits | TR-FRET Mcl-1/Noxa peptide binding, 2 h;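 active means compounds that cut the protein-peptide binding signal by more than 50% relative to plate controls in a single-dose test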;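 further: His-tagged Mcl-1 with rhodamine Noxa BH3 peptide and terbium anti-His antibody; 0% = Mcl-1 plus Noxa peptide wells and 100% = peptide-only wells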
Target sequence (Q07820 whole entry, looked up): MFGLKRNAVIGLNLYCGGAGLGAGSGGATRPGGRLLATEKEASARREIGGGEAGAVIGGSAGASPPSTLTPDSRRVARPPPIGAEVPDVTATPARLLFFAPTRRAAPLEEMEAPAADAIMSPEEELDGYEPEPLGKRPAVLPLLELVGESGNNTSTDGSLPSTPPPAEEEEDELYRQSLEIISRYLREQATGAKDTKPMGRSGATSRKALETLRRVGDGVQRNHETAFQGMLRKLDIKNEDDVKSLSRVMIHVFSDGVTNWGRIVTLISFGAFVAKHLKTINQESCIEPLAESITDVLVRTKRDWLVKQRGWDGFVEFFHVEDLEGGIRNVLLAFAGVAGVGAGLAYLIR
ABCB1 block: blocks JC-1 efflux by human ABCB1 transporter; CCRF-Adr cells, flow cytometry; inhibition, % at 6.6 µM; 190,000 compounds, 0.067% hits; AID 1326; in the data active means inhibition above about 40%;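 further: 0% = vehicle and 100% = reference inhibitor; higher value means more JC-1 retained so stronger ABCB1 efflux block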
ABCG2 inh: blocks JC-1 efflux by human ABCG2 transporter | Q9UNQ0 | 190,000 compounds, 0.1% hits | inhibition, % at 6.6 µM | AID 1325 | IgMXP3 cells, flow cytometry;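 active means inhibition above 80%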;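 further: 0% = DMSO and 100% = nicardipine control wells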
Target sequence (Q9UNQ0 whole entry, looked up): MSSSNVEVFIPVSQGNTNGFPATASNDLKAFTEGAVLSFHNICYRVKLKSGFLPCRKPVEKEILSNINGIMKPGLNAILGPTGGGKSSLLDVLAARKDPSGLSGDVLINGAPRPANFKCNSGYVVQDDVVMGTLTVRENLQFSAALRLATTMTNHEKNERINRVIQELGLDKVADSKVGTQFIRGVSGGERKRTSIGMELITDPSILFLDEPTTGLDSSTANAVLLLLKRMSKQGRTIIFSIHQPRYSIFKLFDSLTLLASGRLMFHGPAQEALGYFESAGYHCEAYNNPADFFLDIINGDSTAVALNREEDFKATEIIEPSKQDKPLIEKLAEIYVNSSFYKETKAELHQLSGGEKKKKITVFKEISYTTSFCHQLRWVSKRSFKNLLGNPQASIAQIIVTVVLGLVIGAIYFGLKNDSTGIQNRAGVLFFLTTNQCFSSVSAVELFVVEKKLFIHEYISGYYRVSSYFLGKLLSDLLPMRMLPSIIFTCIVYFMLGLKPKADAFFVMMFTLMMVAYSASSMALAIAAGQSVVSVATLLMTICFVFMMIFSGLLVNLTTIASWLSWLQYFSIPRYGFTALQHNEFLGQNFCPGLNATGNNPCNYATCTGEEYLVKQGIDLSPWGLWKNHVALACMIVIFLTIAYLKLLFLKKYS
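Assay system – ABCG2 IgMXP3 and barcoded ABCB1 CCRF-Adr cell mix · Input – 3 million cells/mL in well · Reagent – JC-1 fluorescent substrate · Compound – single test compound dose, 6.6 µM final · Timing – 10 min exposure at 25 °C with rotation, no wash · Detection – flow cytometry of retained JC-1 fluorescence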
Pf gametocyte: P. falciparum stage V gametocyte viability inhibition; 150,000 compounds, 0.065% hits; inhibition, % at 10.9 µM; P. falciparum stage V gametocytes, ATP luminescence, 24 h;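 active means inhibition above the mean plus 3 SD of compounds within the control limits, set per campaign, cut at about 38% in these data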;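 further: 0% = DMSO wells and 100% = medium only without gametocytes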
RGS4-Gao reg: human RGS4-Galphao interaction regulation. Multiplexed bead flow cytometry, RGS4-Galphao binding; actives lie on both sides. binding response (% of control), % at 10 µM. 220,000 compounds, 0.33% hits. AID 1415; in the data active means binding response below about 49% or above about 150%; inactive means in between;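 further: fluorescent Galphao activated with aluminum fluoride binding bead-coupled RGS4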
RGS8-Gao: regulators of human RGS8-Galphao interaction. P09471. multiplexed bead flow cytometry, RGS8-Galphao binding; actives lie on both sides. response (percent of control binding), % at 10 µM. 220,000 compounds, 0.34% hits. AID 1423; in the data active means response below about 60% or above about 140%; inactive means in between;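 further: Galphao activated as the GDP aluminium fluoride complex binding bead-coupled RGS8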
RGS7-Gao reg: modulates binding of RGS7 to human Galphao; Multiplexed bead flow cytometry; actives lie on both sides; AID 1439; P09471; 220,000 compounds, 0.35% hits; binding response (% of control), % at 10 µM; in the data active means binding response below about 49% or above about 150%; inconclusive means no clear call, values can overlap the other calls; inactive means in between;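 further: fluorescent Galphao held in activated GDP-AlF4 state binding bead-coupled RGS7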
GSH fluor: GSH bead compound fluorescence profile; fluorescence (KMESF) at 10 µM; AID 1776; GSH beads flow cytometry, compound fluorescence 488/530 nm; active compounds read high; 190,000 compounds, 0.25% hits; in the data active means fluorescence above about 89;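 further: glutathione beads carrying GST-tagged Bcl family fusion proteins plus one bare bead set; values are compound well signal with DMSO vehicle wells as background; inactives centre near 16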
Mcl-1 Bim block: inhibitors of Bim-Mcl-1 interaction, human; inhibition, % at 10 µM; Q07820; Bead-based flow cytometry, Bim peptide-Mcl-1 binding; 190,000 compounds, 0.1% hits; in the data active means inhibition above about 40%;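 further: 0% = no compound tracer wells and 100% = peptide blocker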
Mcl1-Bid inh: disrupts binding of human Mcl-1 to Bid peptide | TR-FRET Mcl-1/Bid-Dy647 peptide binding, 1536-well | inhibition, % at 21.7 µM | 220,000 compounds, 0.97% hits;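 active means compounds that cut the binding signal by more than half at the single screening dose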;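 further: His-tagged Mcl-1 with europium anti-His antibody binding Bid BH3 peptide; 0% = Mcl-1 plus peptide wells and 100% = peptide-only wells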
Starred values were filed as active, the others as inactive; ? = inconclusive; . = not tested or not shown. Compounds as they come; about 3.3% have a hit in one of these screens.

Structure	Avidin fluor	Mcl1-Noxa inh	ABCB1 block	ABCG2 inh	Pf gametocyte	RGS4-Gao reg	RGS8-Gao	RGS7-Gao reg	GSH fluor	Mcl-1 Bim block	Mcl1-Bid inh
CC(C)(C)NC(=O)NC(=O)Cn1cc(C(F)(F)F)ccc1=O	6	-2.3	0.5	0.1	-26.6	97.9	99.3	100.2	29	-2.0	-6.1
CCOC(=O)C1CCN(S(=O)(=O)c2cccc(-c3cn4cc(Cl)ccc4n3)c2)CC1	9	-1.1	0.7	2.7	.	101.9	100.3	100.7	5	4.0	-25.9
CC(C)c1ccc(OCC(=O)NNC(=O)c2cnccn2)cc1	7	-13.1	.	.	-8.6	100.0	100.7	?	.	.	-45.6
Cc1ccnc(NC(=S)NC(=O)c2ccco2)c1	7	-9.5	0.3	1.1	-19.4	107.8	103.1	105.5	9	0.0	-44.7
S=C1Cc2ccccc2N1	8	36.8	.	.	12.3	99.5	93.3	?	.	.	-6.0
COC(=O)COc1ccc(C(=O)OC)cc1	8	-5.6	0.8	0.8	-16.0	98.8	99.5	97.3	13	1.0	-18.2
O=C(NCCN1CCOCC1)c1cc2sccc2n1Cc1ccc(F)cc1	25	10.4	2.9	21.7	.	106.0	110.4	116.2	30	-2.0	2.6
O=C(NNC(=O)c1ccc(Cl)cc1Cl)c1cnccn1	9	-11.3	.	.	-17.1	101.4	101.5	?	.	.	-6.9
COC(=O)c1ccc(-n2c(C)cc(C(=O)CCl)c2C)cc1	13	2.9	-0.2	1.5	17.9	97.2	97.3	96.9	8	-4.0	-33.4
CCOc1ccc2c(c1)C(C)=CC(C)(C)N2C(=O)Nc1ccccc1	13	20.8	1.2	10.3	.	97.3	95.5	93.2	23	6.0	4.2
c1ccc(-c2cnc(SCCN3CCOCC3)n2CC2CCCO2)cc1 (stereo unspecified)	4	30.4	0.2	-5.0	-26.7	90.9	86.5	90.7	28	-5.0	46.7
COc1ccc(C2=[N+]([O-])C(C)(C)N(O)C2(C)C)cc1	7	-3.8	0.1	0.1	.	101.0	100.5	103.6	15	4.0	-24.9
CC(C)(C)C(=O)Nc1ccccc1N1CCN(C(=O)c2ccc(Cl)cc2)CC1	21	11.7	2.1	2.8	.	133.4	101.6	124.0	40	0.0	-14.4
C=CCNc1nc2c(c(=O)n(C)c(=O)n2C)n1CC	8	14.4	-2.6	-1.1	.	95.5	100.8	93.3	25	0.0	-19.8
COc1ccc(Nc2cc(=O)oc3ccccc23)cc1	14	-4.5	1.5	36.7	.	97.9	103.9	102.1	36	-5.0	-25.1
COc1ccc(CC(=O)Nc2cccc(C(=O)NN3C(=O)c4ccccc4C3=O)c2C)cc1	1	30.9	3.5	10.5	2.1	93.5	74.0	93.9	28	-3.0	2.5
Cc1cccc(C)c1N1CCN(c2ccc3nnc(C(F)(F)F)n3n2)CC1	7	3.6	0.3	2.2	0.9	100.0	103.8	98.1	4	0.0	-15.6
O=C(Nc1ccccc1)c1nn(-c2ccccc2)c(=O)cc1C(F)(F)F	12	20.8	0.0	3.4	4.0	92.9	95.0	95.1	34	-3.0	10.5
COc1cc(SC)ccc1C(=O)NCCOc1ccc(Cl)cc1	9	9.2	0.5	17.7	1.9	104.1	97.3	96.4	11	-13.0	-11.5
CCC(=O)OCCNc1cc(Sc2nc3ccccc3[nH]2)c2nonc2c1[N+](=O)[O-]	11	56.7*	-0.1	2.8	.	93.6	84.0	76.8	15	1.0	-72.2
Cc1ccccc1C(=O)NC(=S)Nc1sc2c(c1C#N)CCCC2	13	6.4	-0.1	-0.3	-6.3	105.2	104.8	103.8	31	-3.0	93.3*
COc1cc(C(CC(=O)N2CCCC2)c2c(OC)cc(OC)c3c(-c4ccccc4)cc(=O)oc23)cc(OC)c1OC (stereo unspecified)	14	35.5	.	.	.	104.9	104.0	?	.	.	-48.8
O=C(Nc1ccc(N2CCOCC2)cc1)C1CC(=O)N(c2ccccc2)C1 (stereo unspecified)	10	33.5	-0.4	0.3	1.5	101.7	99.1	100.1	10	0.0	-1.7
CC(C)c1cccc(C(C)C)c1NC(=O)CNCc1ccccc1F	13	30.3	0.5	9.2	-1.9	99.7	101.9	100.1	7	-3.0	8.3
O=C(Cn1cc(C(=O)c2ccco2)c2ccccc21)NC1CC1	12	14.3	1.8	15.1	7.5	101.5	101.1	99.0	15	1.0	13.5
CCOC(=O)C(=O)Nc1ccccc1C(=O)NC(C)C	13	1.3	1.6	9.7	6.7	99.1	102.3	98.0	32	-2.0	-6.4
CS(=O)(=O)n1nc(-c2ccccc2)nc1N	26	2.9	0.2	1.1	.	82.0	91.9	80.7	17	-1.0	11.3
O=C(NCC(c1ccco1)N1CCCCC1)c1ccc(OCc2ccccc2)cc1 (stereo unspecified)	5	-2.8	0.9	9.5	16.1	98.6	100.0	95.2	15	3.0	-34.5
COc1cc(C(N)=O)cc(Cl)c1OCc1ccccc1	1	4.6	0.1	0.0	-10.0	96.3	96.7	94.7	5	-3.0	-7.6
O=C(NC(=S)Nc1ccc(CN2CCOCC2)cc1)c1ccc(-c2cccc(Cl)c2)o1	16	6.9	.	.	28.8	112.6	99.6	?	.	.	-41.6
CC(C)COc1cccc(C(=O)NC(=S)Nc2cccc(NC(=O)c3ccccc3Cl)c2)c1	2	7.3	-1.1	-6.3	19.4	97.8	96.6	98.4	9	-3.0	5.0
O=C(c1cccc(S(=O)(=O)N2CCc3ccccc32)c1)N1CCN(c2ccccn2)CC1	11	9.9	1.4	3.0	.	98.5	100.4	?	12	-2.0	-11.1

Ten entries from above, with two lines to a compound.
Values run as follows: Avidin fluor, Mcl1-Noxa inh, ABCB1 block, ABCG2 inh, Pf gametocyte, RGS4-Gao reg, RGS8-Gao, RGS7-Gao reg, GSH fluor, Mcl-1 Bim block, Mcl1-Bid inh
- CCC(=O)OCCNc1cc(Sc2nc3ccccc3[nH]2)c2nonc2c1[N+](=O)[O-]
→ 11, 56.7*, -0.1, 2.8, ., 93.6, 84.0, 76.8, 15, 1.0, -72.2
- Cc1ccccc1C(=O)NC(=S)Nc1sc2c(c1C#N)CCCC2
→ 13, 6.4, -0.1, -0.3, -6.3, 105.2, 104.8, 103.8, 31, -3.0, 93.3*
- COc1cc(C(CC(=O)N2CCCC2)c2c(OC)cc(OC)c3c(-c4ccccc4)cc(=O)oc23)cc(OC)c1OC (stereo unspecified)
→ 14, 35.5, ., ., ., 104.9, 104.0, ?, ., ., -48.8
- O=C(Nc1ccc(N2CCOCC2)cc1)C1CC(=O)N(c2ccccc2)C1 (stereo unspecified)
→ 10, 33.5, -0.4, 0.3, 1.5, 101.7, 99.1, 100.1, 10, 0.0, -1.7
- CC(C)c1cccc(C(C)C)c1NC(=O)CNCc1ccccc1F
→ 13, 30.3, 0.5, 9.2, -1.9, 99.7, 101.9, 100.1, 7, -3.0, 8.3
- O=C(Cn1cc(C(=O)c2ccco2)c2ccccc21)NC1CC1
→ 12, 14.3, 1.8, 15.1, 7.5, 101.5, 101.1, 99.0, 15, 1.0, 13.5
- CCOC(=O)C(=O)Nc1ccccc1C(=O)NC(C)C
→ 13, 1.3, 1.6, 9.7, 6.7, 99.1, 102.3, 98.0, 32, -2.0, -6.4
- CS(=O)(=O)n1nc(-c2ccccc2)nc1N
→ 26, 2.9, 0.2, 1.1, ., 82.0, 91.9, 80.7, 17, -1.0, 11.3
- O=C(NCC(c1ccco1)N1CCCCC1)c1ccc(OCc2ccccc2)cc1 (stereo unspecified)
→ 5, -2.8, 0.9, 9.5, 16.1, 98.6, 100.0, 95.2, 15, 3.0, -34.5
- COc1cc(C(N)=O)cc(Cl)c1OCc1ccccc1
→ 1, 4.6, 0.1, 0.0, -10.0, 96.3, 96.7, 94.7, 5, -3.0, -7.6

Other compounds:
Structure	Avidin fluor	Mcl1-Noxa inh	ABCB1 block	ABCG2 inh	Pf gametocyte	RGS4-Gao reg	RGS8-Gao	RGS7-Gao reg	GSH fluor	Mcl-1 Bim block	Mcl1-Bid inh
COc1ccccc1Oc1coc2c(CN3CCN(C)CC3)c(O)ccc2c1=O	10	4.2	0.0	0.7	.	79.0	93.1	97.4	10	0.0	-13.5
CCOc1ccccc1N1CCN(C(=O)CCCN2C(=O)c3cccc4cccc(c34)C2=O)CC1	7	16.7	2.9	5.7	-6.5	101.2	100.3	105.5	18	-8.0	-48.7
COc1ccc(NC(=O)CSc2n[nH]c(N)n2)c([N+](=O)[O-])c1	12	-4.2	-0.1	-0.4	.	100.5	100.3	96.5	79	-2.0	-23.9
Cc1cc(C)n2nc(CCc3ccccc3)nc2n1	8	-13.3	0.2	1.6	18.0	101.0	98.0	100.1	57	12.0	0.1
CCOC(=O)c1nn(-c2c(C)n(C)n(-c3ccccc3)c2=O)cc1O	8	-121.7	0.1	0.1	.	100.2	102.8	102.1	5	-1.0	-11.3
CC1(C)N=C2C(=[N+]1[O-])CCC/C2=N\O	10	4.2	0.1	-0.9	21.4	95.4	96.9	93.0	15	1.0	-26.8
CCOc1ccccc1N1CCN(CC(O)COc2ccc3c(C)cc(=O)oc3c2)CC1 (stereo unspecified)	16	12.0	1.9	4.7	.	96.0	100.3	96.8	23	0.0	-52.2
COc1ccc(NC(=O)c2nc(-n3nc(C)cc3C)ccc2Cl)cc1Cl	13	14.1	-0.1	1.4	15.4	104.7	104.1	106.5	22	-5.0	-2.2
O=C(NCN1CCCCC1)c1cnccn1	9	3.1	0.0	-0.4	.	102.5	101.9	98.2	40	0.0	-20.7
C/C(=N\Nc1ccc2nncn2n1)c1ccc(Cl)s1	6	-3.7	.	.	0.2	99.8	99.5	?	.	.	-6.7
Cc1ccc(C2CN=NC23CCc2ccccc2C3=O)cc1 (stereo unspecified)	17	-1.9	0.8	1.8	6.9	70.3	99.0	73.1	32	1.0	-5.8
CC(C)Nc1nc(Oc2cccc(Cl)c2Cl)cc(C(F)(F)F)n1	6	8.0	0.3	4.6	-12.8	101.9	97.5	97.5	15	-1.0	-28.8

Compound activity deposited in PubChem by several laboratories.
